Screening results (PubChem BioAssay)
RTF Ca sens inh: cardiac RTF calcium desensitization | 340,000 tested, 0.12% active | AID 493244 | IANBD-labeled cardiac RTF, Ca2+ fluorescence | inhibition, % at 7.15 µM | P19429+P45379;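 active means inhibition above the mean inhibition of all tested compounds plus 3 SD, cut at about 17% in these data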;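 further: assay run at fixed EC70 calcium of 1.6 mM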
CAL PDZ FP-1: human CAL PDZ-peptide interaction inhibition | Q9HD26 | purified CAL PDZ, TMR-peptide fluorescence polarization, 1 h | inhibition, % at 20 µM | 330,000 tested, 0.02% active | AID 504414;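 active means highest replicate inhibition of at least 40%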;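 further: plate controls were DMSO neutral control wells for no effect and unlabeled competitor peptide control wells for full effect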
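Test system: purified CerCALP PDZ construct; Compound dosing: one concentration, 20 µM compound; Also added: TMR-labelled reporter peptide T*-PRC34 bound in PDZ groove; Read-out: inhibition from polarization loss; Controls: unlabelled peptide and DMSO controls; Signal: FP readout, S and P plane fluorescence; Incubation: 1 h at RT.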
Keap1 Nrf2 FP: disrupts human Keap1 binding to Nrf2 peptide; Q14145; 340,000 tested, 0.15% active; Keap1 Kelch-Nrf2 peptide fluorescence polarization, 1536-well; inhibition, % at 9.4 µM; in the data active means inhibition above about 12%;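 further: human Keap1 Kelch domain with fluorescein labeled Nrf2 9mer peptide probe; 0% = neutral control wells and 100% = peptide positive control; higher means more block of Keap1 binding to Nrf2 peptide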
Target sequence (Q14145 whole entry, looked up, the tested form may be a part): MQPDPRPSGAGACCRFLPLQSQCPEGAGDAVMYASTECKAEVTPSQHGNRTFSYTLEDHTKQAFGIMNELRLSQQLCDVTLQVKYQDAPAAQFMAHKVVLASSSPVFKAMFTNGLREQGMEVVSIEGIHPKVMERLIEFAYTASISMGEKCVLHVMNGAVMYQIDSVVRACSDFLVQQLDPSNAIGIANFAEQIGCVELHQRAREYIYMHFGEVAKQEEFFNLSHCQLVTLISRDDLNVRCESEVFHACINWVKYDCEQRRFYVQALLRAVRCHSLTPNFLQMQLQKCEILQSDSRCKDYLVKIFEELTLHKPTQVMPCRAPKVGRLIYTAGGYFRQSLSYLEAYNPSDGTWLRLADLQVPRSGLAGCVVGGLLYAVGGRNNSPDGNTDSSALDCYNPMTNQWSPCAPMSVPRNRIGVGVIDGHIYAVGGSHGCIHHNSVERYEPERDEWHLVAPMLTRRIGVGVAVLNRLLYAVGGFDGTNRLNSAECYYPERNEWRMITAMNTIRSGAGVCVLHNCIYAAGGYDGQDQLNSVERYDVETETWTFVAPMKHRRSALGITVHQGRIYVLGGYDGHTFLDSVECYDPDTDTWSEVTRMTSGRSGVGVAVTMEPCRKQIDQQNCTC
Arrestin-AP2 inh: inhibitors of human beta-arrestin and AP2 interaction; FITC-arrestin peptide / GST-AP2 beads, flow cytometry; AP2 beta2 appendage carries R879A mutation; inhibition, % at 10 µM; 340,000 tested, 0.31% active; AID 504490;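 active means inhibition above a set limit, near 3 SD of compounds lacking own fluorescence, cut at about 54% in these data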;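 further: plate controls were DMSO wells for no effect and 5 µM unlabelled arrestin peptide for full effect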
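System: GST-AP2 R879A bound to glutathione beads, E. coli-expressed. Also added: 50 nM FITC-arrestin peptide. Schedule: compound with beads 12 min RT, then probe 1 h RT. Signal: bead flow cytometry, FITC channel. Read-out basis: percent response.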
NSD2 inh: NSD2 (human) methyltransferase inhibition; NSD2 peptide methylation, AlphaScreen, 120 min; inhibition, % at 12.5 µM; O96028; AID 743445; 310,000 tested, 0.54% active; in the data active means inhibition above about 50%
C-LANA FP: inhibitors of KSHV LANA C-terminal domain DNA binding; inhibition, % at 9 µM; 340,000 tested, 0.078% active; AID 504423; MBP-C-LANA/FAM-LBS DNA binding, fluorescence polarization;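 active means highest replicate inhibition at or above 60% at 9 µM, even if other replicates fall short; inactive means all replicates below 60% inhibition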;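 further: 0% = neutral control wells and 100% = 4 µM acridine orange control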
DAGLB inhibitor: blocks human DAGLB lipase activity; AID 504411; HEK293T DAGLB membrane lysate, EnzChek fluorogenic substrate; inhibition, % at 5.17 µM; 340,000 tested, 0.059% active; Q8NCG7; in the data active means inhibition above about 34%;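 further: 0% = enzyme with vehicle and 100% = wells lacking enzyme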
Pemphigus Ab inh: human desmoglein-3 autoantibody binding inhibition; 310,000 tested, 0.48% active; binding (percent of control), % at 10 µM; DSG3-coupled beads, scFv-anti-DSG3-GFP binding, flow cytometry; stronger effect = lower value;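 active means binding more than 3 SD below its plate's average and above zero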;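 further: hits lower antibody fragment binding to DSG3; some compounds called inactive have numbers as strong as hits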
V-ATPase pHluor: alters yeast V-ATPase proton transport; AID 504577; S. cerevisiae, pHLuorin cytosolic pH fluorescence; 350,000 tested, 0.37% active; response, % at 10 µM; in the data active means response mostly above about 7.3%, no sharp cut-off; inactive means mostly below about 5.4%; further: actives read high; inactives centre near 0; some compounds called inactive have numbers as strong as hits
CAL PDZ FP-2: blocks peptide binding to the human CAL PDZ domain. 300,000 tested, 0.92% active. AID 602252. inhibition, % at 24.9 µM. purified CAL PDZ, TMR-peptide fluorescence polarization, 1 h;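 active means mean inhibition of at least 30% with at least half of replicates also reaching 30%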;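 further: 0% = DMSO neutral control and 100% = excess unlabeled competitor peptide PRC23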
Active calls of the source: *; · = not tested or not shown.

SMILES | RTF Ca sens inh | CAL PDZ FP-1 | Keap1 Nrf2 FP | Arrestin-AP2 inh | NSD2 inh | C-LANA FP | DAGLB inhibitor | Pemphigus Ab inh | V-ATPase pHluor | CAL PDZ FP-2
C/C(=N/OC(=O)c1ccc(C(F)(F)F)cc1)c1oc(C)nc1C | 0 | 0.6 | 0 | 8 | -2 | 0.2 | -5 | · | -2 | -3
NC1=NC(=Nc2ccc(S(=O)(=O)N3CCOCC3)cc2)c2ccccc21 | 1 | -1.5 | 2 | 1 | -8 | -1.3 | 3 | 100 | 0 | -5
Cc1cc2c(C)cc(=O)oc2c2c1NCCC2 | -6 | -0.6 | -3 | -9 | -4 | -0.4 | 0 | 106 | 3 | -1
O=C(NCCN1CCN(c2ccccc2F)CC1)c1ccc2nc3ccccc3c(=O)n2c1 | 3 | -0.8 | -5 | -5 | 1 | -0.9 | 2 | 99 | -1 | -3
Nc1ncnc2c1ncn2[C@@H]1O[C@H](CNC(=O)[C@@H]2CCCN2S(=O)(=O)c2ccc(F)cc2)[C@@H](O)[C@H]1O | -5 | -2.8 | -1 | 12 | · | -0.6 | -2 | 97 | 2 | -3
Cc1cc(C)cc(NC(=S)NCc2cccn2C)c1 | -2 | -0.6 | -3 | 3 | 1 | -0.2 | 3 | 96 | -1 | ·
Cc1ccc(CN(C(=O)c2cc3ccccc3oc2=O)C2CCS(=O)(=O)C2)cc1 (configuration not stated) | 1 | -2.5 | -5 | 3 | 1 | -0.5 | 2 | 101 | 1 | ·
COc1ccc(C2CC3(CC(C)(C)NC(=S)N3)Oc3cc(O)cc(C)c32)cc1 (configuration not stated) | -15 | -0.3 | -5 | -21 | 3 | 0.4 | 0 | 93 | -4 | -2
O=C1CC(/C=C/c2ccco2)=Nc2ccccc2N1 | -35 | -0.2 | -4 | 2 | · | -2.0 | 4 | 103 | 2 | 7
CCC1CCCCN1c1ccc([N+](=O)[O-])cc1/C=N/NC(=O)Cn1c2ccccc2c(=O)c2ccccc21 (configuration not stated) | -16 | 0.8 | -9 | 12 | -2 | 1.1 | 3 | 89 | 1 | -1
O=C(NCCCc1ccncc1)C1CCC(=O)N(Cc2cccc(C(F)(F)F)c2)C1 (configuration not stated) | -7 | -1.6 | -2 | 22 | -1 | 1.1 | -2 | 116 | 4 | 3
CCOc1ccc(C(=O)NCc2ccco2)cc1Cl | -7 | -1.2 | -10 | -11 | -1 | 1.1 | -1 | 132 | 3 | 13
O=C(CCN1CCOCC1)NNC(=O)Nc1cccc([N+](=O)[O-])c1 | 4 | -0.7 | -1 | -4 | -2 | -0.7 | -1 | 95 | 6 | -7
CCN(CC)C(=O)[C@H]1CC(CC(=O)NCc2ccco2)C(=O)N2CCc3c([nH]c4ccc(OC)cc34)[C@]12C (some centres not stated) | -10 | 0.5 | 2 | 30 | · | 0.5 | -1 | 96 | -1 | -2
O=C(COC(=O)Cc1ccc(Cl)cc1)NCc1ccc(F)cc1 | 4 | 0.0 | 0 | 1 | -5 | -0.8 | 1 | 92 | 0 | 1
CCCCCCCCOC(=O)c1cc([N+](=O)[O-])c(Sc2ncnc3nc[nH]c23)c([N+](=O)[O-])c1 | -2 | 1.2 | -4 | -6 | 4 | -1.1 | -16 | 92 | 1 | -5
COc1ccc(NC(=O)CN(C)C(=O)C2=COCCO2)cc1 | -6 | -0.7 | -1 | -4 | -1 | -2.0 | 2 | 100 | 2 | ·
CCC1(c2ccc(F)cc2)NC(=O)NC1=O (configuration not stated) | 4 | -3.2 | -1 | 2 | -3 | 1.1 | 0 | 106 | 1 | -2
C=CCNc1nc(C(=O)OCC(=O)c2ccc(OC)cc2OC)cs1 | 4 | -2.4 | -3 | -15 | 1 | -2.1 | 1 | 107 | 7 | -2
Cc1ccnc(N/N=C/c2ccccc2)n1 | 8 | 0.2 | -4 | -8 | · | 3.4 | 1 | 112 | 0 | -3
N#Cc1nc(-c2ccccc2)oc1NCCCn1ccnc1 | -8 | -1.1 | -5 | -53 | -7 | -1.9 | 0 | · | -1 | -2
COc1ccc(S(=O)(=O)N/N=C(/C)c2ccco2)cc1 | -3 | -1.7 | -1 | 14 | -1 | -0.5 | -6 | · | 4 | -4
COc1cccc(-c2nc(N3CCC(C)CC3)c3ccccc3n2)c1O | -9 | 0.5 | 1 | -9 | -2 | -0.3 | -5 | 105 | 0 | 10
COC(=O)c1sc(C(F)(F)F)c(-c2ccccc2)c1S(=O)(=O)NC(C)(C)C | 4 | 0.4 | 1 | 14 | -1 | 1.0 | -5 | 122 | 4 | ·
O=C(Nc1ccc(C(F)(F)F)cc1)c1cccc(-n2cnnn2)c1 | 3 | -4.1 | 1 | 32 | 0 | 1.2 | -2 | 110 | 2 | -9
COc1cc(CNCc2ccc(Br)cc2)cc(OC)c1 | -4 | -1.1 | -3 | 27 | -3 | -0.2 | -4 | 103 | -2 | 1
CCNC(=S)NNC(=O)c1ccc(S(=O)(=O)NCc2ccco2)cc1 | 8 | 1.0 | 1 | -1 | 30 | 1.3 | 0 | 95 | 0 | ·
O=C(c1ccc(Cl)s1)N1CCOCC1 | 0 | -0.5 | -3 | 0 | -2 | 0.4 | 0 | 107 | 9 | 1
CN(c1ccc(C(=O)N2CCCCC2)cc1)S(=O)(=O)c1cccs1 | -4 | -1.7 | -1 | -6 | 12 | 0.3 | -2 | 96 | 0 | -1
CCC(C(=O)NCc1ccc(F)cc1)n1nc(C)n2c(cc3occc32)c1=O (configuration not stated) | -7 | -1.1 | -2 | -19 | -1 | -0.2 | -1 | 100 | 1 | ·
O=C(C1CCN(S(=O)(=O)c2cccc3cccnc23)CC1)N1CCN(c2ccccc2)CC1 | 3 | 0.9 | 3 | 20 | · | 0.5 | 0 | 108 | 6 | ·
COc1ccc(OC)c(CNC(=O)CCN2C(=O)COc3ccccc32)c1 | -3 | -2.8 | 7 | -7 | -1 | 0.3 | 3 | 107 | 3 | -2
CN(C)C(=O)c1coc2nc3ccccc3nc12 | -9 | -0.6 | -2 | 7 | -2 | · | -2 | 119 | 0 | ·
COc1ccc(NC(=O)[C@H](Cc2c[nH]c3ccccc23)NC(=O)[C@@H]2Cc3ccccc3CN2)cc1 | -2 | 0.3 | -1 | 3 | -5 | 1.0 | -3 | 110 | 2 | 0
CCN1CCN(S(=O)(=O)c2ccc3ccccc3c2)CC1 | -5 | 0.0 | 2 | 2 | 2 | 0.3 | -4 | 97 | 3 | -8
COc1cccc2cc(-c3nnc(SCC(=O)Nc4ccc(NC(C)=O)cc4)n3C)oc12 | -13 | -1.6 | -5 | -9 | -3 | 3.4 | 2 | 107 | -1 | -2
Cc1ccc(S(=O)(=O)N(CC(=O)N2CCOCC2)c2ccccc2F)cc1 | -6 | -1.8 | -3 | -6 | 2 | 2.5 | -2 | 98 | 2 | 0
COc1ccc(-c2cc(C(=O)O)sc2C)cc1 | -5 | -1.7 | 0 | 14 | 5 | -0.5 | 0 | 113 | -4 | 44*
Cc1cc(C(=O)NNC(=S)NC2CCCCC2)cs1 | -2 | -0.5 | -6 | 16 | 2 | 0.9 | 4 | 100 | 9 | -1
CC1CCCCN1CC(O)COCCC12CC3CC(CC(C3)C1)C2 (configuration not stated) | -3 | 0.3 | -3 | -14 | · | -0.9 | -3 | · | 5 | -3

Ordered by molar mass (low to high): some entries from above
SMILES | RTF Ca sens inh | CAL PDZ FP-1 | Keap1 Nrf2 FP | Arrestin-AP2 inh | NSD2 inh | C-LANA FP | DAGLB inhibitor | Pemphigus Ab inh | V-ATPase pHluor | CAL PDZ FP-2
O=C(c1ccc(Cl)s1)N1CCOCC1 | 0 | -0.5 | -3 | 0 | -2 | 0.4 | 0 | 107 | 9 | 1
CN(C)C(=O)c1coc2nc3ccccc3nc12 | -9 | -0.6 | -2 | 7 | -2 | · | -2 | 119 | 0 | ·
COc1ccc(-c2cc(C(=O)O)sc2C)cc1 | -5 | -1.7 | 0 | 14 | 5 | -0.5 | 0 | 113 | -4 | 44*
Cc1cc(C(=O)NNC(=S)NC2CCCCC2)cs1 | -2 | -0.5 | -6 | 16 | 2 | 0.9 | 4 | 100 | 9 | -1
CCN1CCN(S(=O)(=O)c2ccc3ccccc3c2)CC1 | -5 | 0.0 | 2 | 2 | 2 | 0.3 | -4 | 97 | 3 | -8
CN(c1ccc(C(=O)N2CCCCC2)cc1)S(=O)(=O)c1cccs1 | -4 | -1.7 | -1 | -6 | 12 | 0.3 | -2 | 96 | 0 | -1
CCNC(=S)NNC(=O)c1ccc(S(=O)(=O)NCc2ccco2)cc1 | 8 | 1.0 | 1 | -1 | 30 | 1.3 | 0 | 95 | 0 | ·
Cc1ccc(S(=O)(=O)N(CC(=O)N2CCOCC2)c2ccccc2F)cc1 | -6 | -1.8 | -3 | -6 | 2 | 2.5 | -2 | 98 | 2 | 0
COc1cccc2cc(-c3nnc(SCC(=O)Nc4ccc(NC(C)=O)cc4)n3C)oc12 | -13 | -1.6 | -5 | -9 | -3 | 3.4 | 2 | 107 | -1 | -2
O=C(C1CCN(S(=O)(=O)c2cccc3cccnc23)CC1)N1CCN(c2ccccc2)CC1 | 3 | 0.9 | 3 | 20 | · | 0.5 | 0 | 108 | 6 | ·
COc1ccc(NC(=O)[C@H](Cc2c[nH]c3ccccc23)NC(=O)[C@@H]2Cc3ccccc3CN2)cc1 | -2 | 0.3 | -1 | 3 | -5 | 1.0 | -3 | 110 | 2 | 0

Additional entries.
SMILES | RTF Ca sens inh | CAL PDZ FP-1 | Keap1 Nrf2 FP | Arrestin-AP2 inh | NSD2 inh | C-LANA FP | DAGLB inhibitor | Pemphigus Ab inh | V-ATPase pHluor | CAL PDZ FP-2
N#CCC(=O)N/N=C/c1ccccc1Cl | 2 | -1.8 | -2 | -4 | -2 | -0.9 | -2 | 106 | -1 | -2
O=C(COC(=O)c1nc(Cl)ccc1Cl)Nc1ccccc1OC(F)F | -4 | 0.6 | 0 | 13 | -3 | 8.3 | -2 | 95 | 0 | -4
CCCS/C(N)=N/N=C/c1cc(C)ccc1O | -2 | -0.1 | -1 | -3 | -4 | 0.3 | -1 | 102 | 2 | -2
CC1(C)CC(=O)C(C=Nc2ccc(Cl)cn2)=C(O)C1 | -3 | -0.9 | 0 | 4 | -3 | 0.3 | 0 | · | 5 | 0
Cn1c(C(C#N)/C(=N\S(=O)(=O)c2cccs2)c2ccccc2)nc2ccccc21 (configuration not stated) | 3 | -0.8 | 2 | 18 | -1 | 0.1 | 2 | 99 | 0 | -2
OC12CCCCC1C(c1ccc3c(c1)OCO3)N(Cc1cccc(F)c1)CC2 (configuration not stated) | -5 | -0.8 | 6 | 2 | 1 | -1.1 | -6 | 105 | 1 | -5
Cc1ccc(OCc2n[nH]c(=S)n2-c2ccc(Cl)cc2)cc1 | 1 | -1.1 | 4 | 31 | 23 | 3.1 | 2 | 108 | 0 | ·

These rows are one share of the data; the hit share may differ from the screen's.
